# Assay outcomes from PubChem BioAssay.
# CHX counter: counter-screen for Shiga toxin inhibitors: cycloheximide protein synthesis inhibition; cell reporter, cycloheximide protein synthesis inhibition counterscreen; max response, %; 300,000 compounds, 12% hits; in the data active = max response mostly above about 13%, no sharp cut-off; inactive = mostly below about 14%; also: read at 38.3 µM for the half of the compounds with a filed dose; 0% is about no effect
# Pf growth 96h: inhibits malaria parasite growth, 96 h; P. falciparum luciferase reporter growth, 96 h; Potency, µM (top dose mostly 28.7 µM), without a hit: top-dose activity change, negative = inhibition, usual class: inhibitors; 320,000 compounds, 6.9% hits; AID 504834; also: potency is read from the fitted curve at half-maximal effect; % is scaled to controls: 0 for no effect and ±100 for the full control effect
#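 Readout is luminescence from an integrated firefly luciferase in P. falciparum. Red cells, 2% hematocrit and 0.05% parasitemia final, were cultured with compound through two parasite generations (96 hours) at 37 C, 5% CO2.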
# Shiga inhibitor: inhibitors of Shiga toxin in Vero cells; Vero cells, Shiga toxin protein synthesis inhibition reporter; inhibition, % at 38.7 µM; 290,000 compounds, 9.2% hits; AID 2315; in the data active = inhibition mostly above about 28%, no sharp cut-off; inactive = mostly below about 43%; also: 0% is about no effect
# Pf growth 48h: inhibits P. falciparum growth in the first generation, 48 h; P. falciparum luciferase growth in erythrocytes, 48 h; Potency, µM (top dose mostly 28.7 µM), without a hit: at the highest dose activity change, negative = inhibition, hits mostly inhibitors; 310,000 compounds, 5.9% hits; AID 504832; also: potency is read from the fitted curve at half-maximal effect; % is scaled to controls: 0 for no effect and ±100 for the full control effect
#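 Read-out is firefly luciferase luminescence from an integrated reporter in P. falciparum, so falling signal marks reduced parasite growth. Infected erythrocytes were at 2% hematocrit and 0.1% parasitemia (final) in Albumax-supplemented RPMI 1640.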
# LmPK inhibitor: inhibitors of Leishmania mexicana pyruvate kinase; Potency, µM (doses to about 57.5 µM), inactives show at the top dose activity change, negative = inhibition, actives largely listed as inhibitors; purified LmPK, Kinase-Glo ATP luminescence, 1 h; 290,000 compounds, 0.37% hits; also: potency is read from the fitted curve at half-maximal effect; % is scaled to controls: 0 for no effect and ±100 for the full control effect
# Target sequence (Q27686 whole entry, looked up): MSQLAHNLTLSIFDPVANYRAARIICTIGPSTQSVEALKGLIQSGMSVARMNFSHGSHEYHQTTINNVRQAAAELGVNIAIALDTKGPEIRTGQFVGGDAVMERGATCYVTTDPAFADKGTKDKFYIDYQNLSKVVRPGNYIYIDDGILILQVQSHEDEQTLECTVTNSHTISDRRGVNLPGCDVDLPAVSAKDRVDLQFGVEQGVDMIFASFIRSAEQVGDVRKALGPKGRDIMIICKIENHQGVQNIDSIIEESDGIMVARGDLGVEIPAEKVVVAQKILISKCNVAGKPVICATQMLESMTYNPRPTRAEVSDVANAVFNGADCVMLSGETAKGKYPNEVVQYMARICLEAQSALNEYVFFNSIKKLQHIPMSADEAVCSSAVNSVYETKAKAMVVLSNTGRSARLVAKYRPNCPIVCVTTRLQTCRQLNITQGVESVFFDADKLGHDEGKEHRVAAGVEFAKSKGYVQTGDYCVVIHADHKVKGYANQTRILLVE
#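 ATP generated from ADP (0.1 mM) and PEP (0.5 mM) by 0.1 nM LmPK over 1 h at room temperature (pH 7.2 imidazole buffer) was detected by coupled luciferase luminescence. Values were normalized to uninhibited and no-enzyme wells.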
# HCV inhibitor: HCV inhibition; Huh7.5.1 HCVcc-Cre infection, luciferase reporter, 44 h; Potency, µM (highest dose often 41.8 µM), without a hit: top-dose activity change, negative = inhibition, hits mostly inhibitors; 340,000 compounds, 3.4% hits; AID 651820; also: potency is read from the fitted curve at half-maximal effect; % is scaled to controls: 0 for no effect and ±100 for the full control effect
#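 After 44 h co-culture of compound, cells and HCVcc-Cre (~0.5 moi), substrate is added for 15 min at room temperature and luciferase measured over 15 sec. Cells were seeded at 1,000/well and pre-cultured 4 h.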
# Tb PYK inh: inhibitors of Trypanosoma brucei pyruvate kinase; Q57TT1; TbPYK enzyme, Kinase-Glo Plus ATP luminescence, 45 min; Potency, µM (series often up to 76.8 µM), for the others: top-dose activity, negative = inhibition, usual class: inhibitors; 410,000 compounds, 0.12% hits; AID 624173; also: potency is read from the fitted curve at half-maximal effect; % is scaled to controls: 0 for no effect and ±100 for the full control effect; nearly all actives have a fitted effect of over 50% in size
#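 Luminescent Kinase-Glo Plus end-point after 45 min room-temperature reaction of T. brucei pyruvate kinase started with 130 uM ADP (final). Buffer TEA 50 mM pH 7.2 with KCl, MgCl2, BSA, Tween-20; titration-based qHTS with fitted concentration-effect curves.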
# Numbers without * were called inactive; ? = inconclusive; . = not tested or not shown; & = joins results of further samples; [ ] = dose if it differs, or a comment. Unless noted, calls follow the shape of the dose curve; as a rule, active = well fitted curve in the direction sought with a large enough effect; inconclusive = small, poorly fitted or top-dose-only effect, or another doubt; inactive = no such curve, though single readings can be large; an effect the other way counts as inactive or inconclusive.
# Fields – CHX counter	Pf growth 96h	Shiga inhibitor	Pf growth 48h	LmPK inhibitor	HCV inhibitor	Tb PYK inh
> O=C(COC(=O)c1ccc2c(c1)OCO2)NC1CCS(=O)(=O)C1 (stereo unspecified)
    -2.8	-6.4%	-12.7	.	2.3%	7.7%	4.1%
> O=C(/C=C/c1cccc(Cl)c1)NCc1ccccc1
    13.1	19.4%	29.5	0.0%	4.3%	5.9%	5.2%
> COC1=C(C)C(O)=C(C(=O)/C=C/c2ccccc2)C(=O)C1(C)C
    -2.5	?	3.2	?	1.4%	2.1%	0.0%
> CC(C)(C)NC(=O)c1cccc(NC(=O)c2ccc3c(c2)C(=O)N(C(C)(C)C)C3=O)c1
    1.6	68.8%[activator]	5.1	61.4%[activator]	-0.1%	?	-6.7%
> COc1ccc2oc(=O)c(C(=O)Nc3cccc(C)c3)cc2c1
    43.5*	0.0%	49.1*	41.3%[activator]	3.7%	?	7.7%
> Cc1cccc(NC(=S)NCCC(c2ccccc2)c2ccccc2)c1
    -2.2	15.3%	-8.7	?	-1.8%	?	-0.5%
> COc1ccc(Br)cc1S(=O)(=O)N1CCOCC1
    0.8	.	-14.6	19.1%	-4.4%	-5.6%	-3.8%
> O=S(=O)(NCc1ccc2c(c1)OCO2)c1cccc2cccnc12
    -3.6	.	-18.8	-11.0%	-3.8%	-4.0%	-3.8%
> CC1CCc2nn(CC(=O)NCCC3=CCCCC3)cc2C1 (stereo unspecified)
    5.7	?	14.1	-7.0%	2.2%	0.0%	-6.0%
> CCCCCCCCOc1ccc(C(=O)O)cc1
    .	36.2%[activator]	.	86.3%[activator]	.	6.31µM*	-3.6%
> Cc1ccc(N2CC(C(=O)Nc3nnc(SCc4cccnc4)s3)CC2=O)cc1 (stereo unspecified)
    -2.9	-0.2%	5.0	9.5%	-3.2%	29.4%	-15.9%
> CC1CC(C)CN(S(=O)(=O)c2cccc3nonc23)C1 (stereo unspecified)
    -1.3	7.9%	-8.5	32.9%[activator]	-1.5%	8.1%	4.8%
> Cc1ccc(NC(=O)CCn2c(=O)oc3ccccc32)cc1
    10.8	-10.3%	29.2	26.1%	-2.6%	-6.2%	-6.1%
> Cc1cc(C)c(N)cc1C
    .	54.2%[activator]	.	22.3%	.	12.7%	1.0%
> O=C(c1ccco1)N1CCN(C(=O)c2cnn3cccnc23)CC1
    -4.1	?	-3.6	19.2%	-3.2%	-5.8%	1.3%
> CCN=C1S/C(=C\c2ccc(N3CCOCC3)cc2C)C(=O)N1CC
    0.5	24.7%	8.0	26.3%	0.3%	34.2%[activator]	-5.4%
> Cc1cc(NC(=O)CSc2nnc(-c3ccccc3Cl)o2)no1
    -2.3	4.0%	-4.6	-17.8%	-5.1%	?	-1.8%
> CCOc1ccc(CN2CCN(S(=O)(=O)c3ccc(NC(C)=O)cc3)CC2)cc1OC
    -2.8	-17.1%	-20.7	?	-1.6%	-29.4%	1.4%
> Cc1c(NC(=O)c2ccc(F)cc2)c(=O)n(-c2ccccc2)n1C
    18.6	42.9%	16.2	.	10.2%	9.1%	-2.7%
> CCOc1ccccc1N(C)C(=O)C1CCN(S(=O)(=O)c2cccc3nonc23)CC1
    -3.5	?	-11.9	.	1.3%	-5.0%	-2.4%
> CCOC(=O)N1CCN(C(=O)CCc2c(C)nc3nc(C)nn3c2C)CC1
    -0.8	38.1%[activator]	-3.7	?	-0.5%	12.6%	1.1%
> CC(C)c1ccc(N2C(=O)CC(Sc3ncn[nH]3)C2=O)cc1 (stereo unspecified)
    0.2	-3.9%	7.9	.	1.6%	14.6%	-18.0%
> COc1ccc(-c2cc(CCCC(=O)NCCc3cc(OC)ccc3OC)no2)cc1
    13.9	.	22.9	?	2.0%	10µM*	-1.5%
> Cc1ccc(NC2=NC(c3ccccc3)n3c(nc(C)cc3=O)N2)c(C)c1 (stereo unspecified)
    -4.8	-3.4%	-7.2	-1.3%	-1.5%	22.5%	-1.0%
> Cn1c(-c2ccc3c(c2)OCO3)cnc1NCc1cccc(Cl)c1
    12.9	?	21.4	?	0.7%	-17.9%	27.4%
> Cc1cc(C=C2C(=O)c3ccccc3C2=O)c(C)n1-c1ccc(Cl)cc1
    13.8*	22.9%	-6.4	11.3%	-4.4%	22.3%	3.6%
> Cc1ccc(-c2nnn(CC(=O)N3C(C)CCCC3C)n2)cc1 (stereo unspecified)
    1.3	?	20.8	-0.9%	-2.3%	1.0%	-4.4%
> CC(=O)Nc1ccc(S(=O)(=O)NC2(C(F)(F)F)NC(=O)N(c3ccc(Cl)cc3)C2=O)cc1 (stereo unspecified)
    -2.2	0.0%	-16.3	5.6%	0.5%	?	14.1%&0.3%
> CCOc1cc(NC(=S)Nc2cccc(OC)c2)c(OCC)cc1NC(=O)c1ccc(C)cc1
    3.2	36.3%[activator]	12.4	?	0.2%	?	-1.5%
> C=C1CCC[C@]2(C)C[C@H]3OC(=O)C(CN4CCOCC4)[C@H]3C[C@@H]12 (stereo partly specified)
    -2.9	-1.0%	-6.9	-11.1%	5.2%	4.3%	-1.9%
> O=C(CN1C(=O)NC2(CCCC2)C1=O)c1ccc(Cl)s1
    .	21.2%	.	2.8%	.	-10.9%	-8.3%
> Cc1ccc(N(CCC#N)C(=O)CSc2ccc3c(c2)OCCO3)cc1
    -1.7	?	-8.6	-3.3%	0.2%	4.3%	1.0%
> CCCC(=O)c1ccc(-c2ccccc2)cc1
    28.3*	30.7%[activator]	84.3*	63.0%[activator]	-11.0%	7.6%	-24.2%
> CN1CCN(NC(=O)c2cc(-c3cccc(Cl)c3)nc3ccccc23)CC1
    -4.1	5.1%	-7.6	?	-2.2%	?	-21.2%
> Nc1n[nH]c2ccccc12
    -1.9	-31.4%	-16.1	-16.3%	3.5%	10.1%	-0.7%
> COc1cc(C(CCN2CCN(c3ccccc3)CC2)c2c(OC)cc(OC)c3ccc(=O)oc23)cc(OC)c1OC (stereo unspecified)
    15.6&-1.5	8.28µM*	-2.3&-3.0	13.1µM*	9.0%	-3.6%[8.37 µM]	1.9%
> CC(C)C[C@H](NC(=O)c1[nH]cnc1C(=O)N[C@H](C)c1ccccc1)C(=O)OC(C)(C)C
    5.5	?	15.0	?	9.3%	-24.4%	-0.5%
> CC1=C(c2ccc(C)cc2)S(=O)(=O)N(CC(=O)O)C1=O
    -4.3	7.3%	17.2	11.2%	-1.8%	.	6.3%
> CCCCN(C(=O)C1CCC1)c1c(N)n(CC(C)C)c(=O)[nH]c1=O
    .	2.0%	.	21.2%	.	5.1%	1.1%
> O=C(Cn1c(=O)oc2cc(S(=O)(=O)N3CCCC3)ccc21)N1CCN(C2CCCCC2)CC1
    -3.5	-26.6%	-17.4	.	9.7%	10.0%	-0.3%
> Cc1ccc(C(=O)Nc2sc(C)c(-c3ccccc3)c2C(N)=O)cc1[N+](=O)[O-]
    61.9*	141.3%[activator][5.75 µM]	127.1*	223.0%[activator]	1.8%	-25.7%	-10.9%
> CC(=O)c1c(C)[nH]c(C(=O)Nc2ccccc2N2CCOCC2)c1C
    -2.6	-27.6%	-8.3	-20.1%	8.6%	-6.4%	0.0%
> CSCCC(NC(=O)c1ccc(Cl)cc1)C(=O)OCC(=O)Nc1cc(Cl)ccc1C (stereo unspecified)
    -2.0	26.6%	-10.0	9.9%	-3.4%	-1.6%	2.6%
> COc1cc(OC)cc(C(=O)Nc2cc(C)on2)c1
    -2.6	142.7%[activator]	15.2	3.8%	-10.6%	-9.1%	0.1%
> COc1ccc(/C=N/NC(=O)c2sccc2OCc2ccc(F)cc2)cc1OC
    -3.0	11.7µM*	7.0	?	1.2%	-15.6%	5.4%
> Cc1ccc(NC(=O)c2ccc3c(c2)N(CC(=O)NC(C)C)C(=O)C(C)(C)O3)cc1
    5.6	15.4%	-12.7	-2.3%	-2.0%	?	-14.7%
> N#CC1=C(N)Oc2c(oc(CO)cc2=O)C1c1ccccc1[N+](=O)[O-] (stereo unspecified)
    -2.8	-3.9%	-16.1	4.4%	0.8%	0.0%	-17.5%
> CC(C)(C)OC(=O)NCCCC[C@H](NC(=O)c1nc[nH]c1C(=O)N[C@@H](CCCCNC(=O)OC(C)(C)C)C(=O)OC(C)(C)C)C(=O)OC(C)(C)C
    6.1	1.65µM*	-6.1	2.08µM*	7.6%	?	-3.5%
> COc1cc([C@H](Cc2ccccc2)NC(C)=O)oc(=O)c1
    -1.3	2.94µM*	-6.1	9.28µM*	4.2%	6.4%	1.0%
> COc1ccc(S(=O)(=O)N2CCOC23CCN(C(=O)c2ccccc2OC)CC3)cc1
    .	?	.	?	.	17.3%	2.7%

# Remaining list, next part
# Fields – CHX counter	Pf growth 96h	Shiga inhibitor	Pf growth 48h	LmPK inhibitor	HCV inhibitor	Tb PYK inh
> Cc1ccc(N2C(=O)c3ccc(C(=O)NCCN4CCOCC4)cc3C2=O)cc1
    1.5	5.3%	-15.1	6.5%	-4.2%	16.8%	-1.4%
> CC(C)[C@@H](CO)NC(=O)c1ccc2c3n(nc2c1)-c1ccccc1CO3
    36.7*	342.5%[activator]	50.0*	219.4%[activator]	14.1µM*	?	-23.8%
> COCc1cc(C)nc(SC)c1C#N
    -2.9	11.7%	-6.4	16.6%	-6.0%	-13.5%	0.9%
> Cc1cc(NC(=O)c2ccc([N+](=O)[O-])cc2)n(CCC#N)n1
    -4.0	3.3%	-8.5	9.1%	-0.4%	9.8%	1.6%
> CCN(CC(=O)NC(C)(C)C)C(=O)c1ccc2c(c1)S(=O)(=O)c1ccccc1C2=O
    -0.7	-19.7%	-17.8	?	-2.1%	16.6%	3.2%
> O=C(Nc1ccc(F)cc1)c1cccc(N2C(=O)C3C4C=CC(C4)C3C2=O)c1 (stereo unspecified)
    -3.4	9.6%	-3.6	0.0%	2.2%	15.6%	2.9%
> Cc1ccccc1-c1cn(-c2ccccc2)c(=S)[nH]1
    -4.1	?	5.6	?	-8.4%	-7.7%	-33.7%

# Retrieved by structure from above (4):
# Fields – CHX counter	Pf growth 96h	Shiga inhibitor	Pf growth 48h	LmPK inhibitor	HCV inhibitor	Tb PYK inh
> O=C(Nc1ccc(F)cc1)c1cccc(N2C(=O)C3C4C=CC(C4)C3C2=O)c1 (stereo unspecified)
    -3.4	9.6%	-3.6	0.0%	2.2%	15.6%	2.9%
> CCN(CC(=O)NC(C)(C)C)C(=O)c1ccc2c(c1)S(=O)(=O)c1ccccc1C2=O
    -0.7	-19.7%	-17.8	?	-2.1%	16.6%	3.2%
> Cc1ccccc1-c1cn(-c2ccccc2)c(=S)[nH]1
    -4.1	?	5.6	?	-8.4%	-7.7%	-33.7%
> COCc1cc(C)nc(SC)c1C#N
    -2.9	11.7%	-6.4	16.6%	-6.0%	-13.5%	0.9%
